Source: PubChem BioAssay (National Center for Advancing Translational Sciences (NCATS))
Hsp90 Hop PPI – changes Hsp90-Hop TPR2A binding signal, up or down. AlphaScreen TPR2A-His6 binding biotin-Hsp90 C-terminal peptide. Potency, µM (series often up to 57 µM), for inactives: at the top dose activity change, negative = inhibition. actives 0.44% (n = 71,000); active = well fitted curve in either direction with a large enough effect; inconclusive = small, poorly fitted or top-dose-only effect, or another doubt; note: potency is the fitted concentration of half-maximal effect; % is set by controls: 0 for no effect and ±100 for the full control effect; many of its hits are not listed in these tables
HADH2 inhib – inhibitors of human HADH2 dehydrogenase; Q99714; recombinant HADH2, NADH fluorescence, beta-hydroxybutyryl-CoA; actives 3.4% (n = 73,000); Potency, µM (doses to about 57.1 µM), for the others: top-dose activity change, negative = inhibition, actives largely listed as inhibitors; note: potency is the fitted concentration of half-maximal effect; % is set by controls: 0 for no effect and ±100 for the full control effect; nearly all actives have a fitted effect of over 60% in size; many of its hits are not listed in these tables
Target sequence (Q99714 whole entry, looked up, one chain of several): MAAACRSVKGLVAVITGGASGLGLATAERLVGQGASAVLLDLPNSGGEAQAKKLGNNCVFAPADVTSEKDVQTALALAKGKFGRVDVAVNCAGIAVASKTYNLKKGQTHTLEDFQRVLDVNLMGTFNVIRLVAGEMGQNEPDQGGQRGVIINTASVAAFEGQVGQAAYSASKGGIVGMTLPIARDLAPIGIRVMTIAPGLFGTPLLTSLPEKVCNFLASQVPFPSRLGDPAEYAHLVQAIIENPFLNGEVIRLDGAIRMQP
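Buffer 100 mM Tris-HCl pH 9.0/0.01% Tween-20; HADH2 20 nM; NAD+ 1 mM; beta-hydroxybutyryl-CoA 90 uM (all final). 15 min cpd preincubation, RT.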
HBB splicing – hemoglobin beta splicing modulation | HBB splicing reporter cell assay, activation; EGFP reporter with mutant IVS2-654 intron; response scale: normalised to 500 nM splice-correcting PNA | actives 0.06% (n = 65,000) | Potency, µM (highest dose often 46.1 µM), inactives show top-dose activation, usual class: activators | AID 925; note: potency is the fitted concentration of half-maximal effect; 0% is about no effect
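HeLa cells stably expressing EGFP interrupted by mutant beta-globin intron 2 (IVS2-654), 500/well in 2% FCS. Treated with compound for 2 days at 37C. Splicing correction scored as total well GFP intensity (488 nm excitation, 500-520 nm emission); 500 nM antisense PNA served as control.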
ALOX15 inhib – blocks human 15-lipoxygenase activity. AID 887. P16050. actives 1.4% (n = 74,000). Potency, µM (titrated, usually from 57.1 µM), for the others: at the top dose activity change, negative = inhibition, hits mostly inhibitors. purified 15hLO-1, xylenol orange hydroperoxide absorbance; note: potency is the fitted concentration of half-maximal effect; % is set by controls: 0 for no effect and ±100 for the full control effect; nearly all actives have a fitted effect of over 55% in size
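Compounds were preincubated 15 min at room temperature with 40 nM purified human enzyme (25 mM Hepes pH 7.5, 0.01% Triton X-100); 50 uM arachidonic acid reacted 6 min. Fe-xylenol orange detection, 30 min, absorbance ratio 573/405 nm.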
Pol III holo inh – DNA polymerase III holoenzyme inhibition; actives 0.25% (n = 71,000); AID 603; Potency, µM (doses to about 57.1 µM), without a hit: top-dose activity change, negative = inhibition; reconstituted DNA polymerase III holoenzyme replication, biochemical; note: potency is the fitted concentration of half-maximal effect; % is set by controls: 0 for no effect and ±100 for the full control effect
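Reconstituted *E. coli* holoenzyme (0.35 nM Pol III, 1 nM beta, 154 nM SSB, 2 nM primase) was preincubated with compound for 15 min at RT. Synthesis on 1.4 nM ssM13Gori ran 35 min, then was stopped with PicoGreen/EDTA and read as dsDNA fluorescence.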
Ub-GFP proteasome – inhibits proteasome, raising ubiquitin-GFP reporter fluorescence. Potency, µM (highest dose often 45.9 µM), for inactives: top-dose activation (GFP accumulation), most hits filed as activators. Ubiquitin-GFP reporter cells, proteasome inhibition, GFP fluorescence; response scale: untreated = 0%, 10 µM MG-132 = 100%. 67,000 tested, under 10 active; active = well fitted activation curve with a large enough effect, not every such curve was filed as active; inconclusive = small, poorly fitted or top-dose-only effect, or another doubt; inactive = no such curve, though single readings can be large or run the other way; note: potency is the fitted concentration of half-maximal effect
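Proteasome blockade was scored as a rise in GFP-expressing U2OS cells carrying a ubiquitin(G76V)-GFP construct, imaged after 4 hr compound treatment at 37 °C across a 46 uM–2.9 nM series.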
CRE-bla Fsk – alters forskolin-stimulated CRE reporter signaling in CHO cells | actives 2.5% (n = 71,000) | Potency, µM (doses to about 38.2 µM), inactives show at the highest dose activity change, negative = inhibition, usual class: activators | CHO CRE-bla reporter (cAMP response element driving beta-lactamase), forskolin EC10, beta-lactamase ratio; active = well fitted activation curve with a large enough effect in the signal ratio, with a control signal flat, not every such curve was filed as active; inconclusive = small, poorly fitted or top-dose-only effect, or effect the other way, or a change in a side signal; the % refers to the signal ratio; note: potency is the fitted concentration of half-maximal effect; % of control where 0% means no effect
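The 460nm/530nm emission ratio after CCF4 loading defined %Activity, from which AC50 values were obtained. CRE-bla CHO cells received compound dilution series together with an EC10 level of NKH 477 for 3 hours at 37 degrees Celsius.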
USP2a inhib – inhibitors of human ubiquitin-specific protease USP2a; O75604; USP2a enzymatic assay, qHTS inhibition; Potency, µM (top dose mostly 38.3 µM), inactives show top-dose activity change, negative = inhibition, hits mostly inhibitors; actives 0.1% (n = 60,000);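 note: potency is the fitted concentration of half-maximal effect; nearly all actives have a fitted effect of over 60% in size; plate controls were DMSO for no effect and NEM full inhibition control for full effect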
Target sequence (O75604 whole entry, looked up): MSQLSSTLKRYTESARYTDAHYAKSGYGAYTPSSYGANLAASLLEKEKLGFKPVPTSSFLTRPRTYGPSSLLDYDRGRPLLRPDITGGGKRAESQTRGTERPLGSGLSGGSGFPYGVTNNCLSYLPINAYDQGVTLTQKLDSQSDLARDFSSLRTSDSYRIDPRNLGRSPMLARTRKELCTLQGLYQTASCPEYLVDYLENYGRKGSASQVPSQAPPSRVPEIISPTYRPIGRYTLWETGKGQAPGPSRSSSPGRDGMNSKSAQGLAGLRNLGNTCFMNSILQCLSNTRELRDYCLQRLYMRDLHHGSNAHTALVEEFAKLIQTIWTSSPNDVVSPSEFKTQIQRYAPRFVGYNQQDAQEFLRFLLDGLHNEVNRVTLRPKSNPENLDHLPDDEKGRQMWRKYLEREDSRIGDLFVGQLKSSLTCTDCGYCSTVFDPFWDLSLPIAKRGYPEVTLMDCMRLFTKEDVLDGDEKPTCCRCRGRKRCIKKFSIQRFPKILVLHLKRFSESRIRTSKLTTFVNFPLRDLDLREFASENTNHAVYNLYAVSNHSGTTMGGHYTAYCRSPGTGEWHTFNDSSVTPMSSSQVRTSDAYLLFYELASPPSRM
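USP2 core (20 nM final) was preincubated with compound for 30 min at RT in 20 mM Tris-HCl pH 8.0, 2 mM CaCl2, 2 mM beta-mercaptoethanol; Ub-PLA2 (20 nM) plus NBD C6-HPC (20 uM) then added, fluorescence read after 2.5 h.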
BRCT inh green – BRCA1 BRCT-phosphoprotein interaction inhibition; P38398; BRCA1 BRCT-phosphopeptide binding, green fluorescence polarization; Potency, µM (doses to about 76.9 µM), for the others: top-dose activity change, negative = inhibition, most hits filed as inhibitors; actives 0.05% (n = 75,000);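 note: potency is the fitted concentration of half-maximal effect; plate controls were peptide without protein for full effect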
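Compounds were incubated for 12 min at room temperature with a complex of 100 nM fluorescein-tagged pBACH1 decapeptide and 250 nM His-tagged BRCT protein. Buffer was phosphate pH 7.3 with EDTA, DTT and Tween 20. Disruption of binding lowers the polarization signal.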
BRCT PPI red – BRCT-phosphoprotein interaction inhibition (red fluorophore); P38398; AID 892; Potency, µM (highest dose often 76.9 µM), inactives show top-dose activity change, negative = inhibition, actives largely listed as inhibitors; BRCT-phosphopeptide binding, red fluorescence polarization; actives 0.03% (n = 75,000); note: % is set by controls: 0 for no effect and ±100 for the full control effect
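Rhodamine-labelled pBACH1 10-mer (100 nM) bound to BRCT domain (100 nM) at pH 7.3; compounds incubated 12 min room temperature, polarization read. Free peptide defines full inhibition; unlabelled decapeptide titrated as control.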
Epigenetic mod – derepresses silenced GFP locus in mouse C127i cells; mouse C127i GFP locus derepression, cytometry, 30 h; Potency, µM (top dose mostly 46.1 µM), inactives show at the top dose GFP derepression (activation); actives 0.09% (n = 68,000); AID 597; note: % of control where 0% means no effect
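Read-out is the number of GFP-positive cells, scored as fluorescent objects 20 to 120 um wide, reflecting derepression of a silenced CMV-GFP reporter in murine C127i cells after 30 h compound exposure at 37 C.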
Active calls of the source: *; ? = inconclusive; . = no result given; [ ] = dose if it differs, or a comment. Unless noted, calls come from the whole dose curve; as a rule, active = well fitted curve in the direction sought with a large enough effect; inconclusive = small, poorly fitted or top-dose-only effect, or another doubt; inactive = no such curve, though single readings can be large; an effect the other way counts as inactive or inconclusive.

| compound | Hsp90 Hop PPI | HADH2 inhib | HBB splicing | ALOX15 inhib | Pol III holo inh | Ub-GFP proteasome | CRE-bla Fsk | USP2a inhib | BRCT inh green | BRCT PPI red | Epigenetic mod |
| --- | --- | --- | --- | --- | --- | --- | --- | --- | --- | --- | --- |
| Cc1ccc(-c2nnc3c4ccccc4c(C)nn23)cc1NC(=O)c1ccco1 | -4% | ? | -1.4% | -3% | -10% | 2% | ? | 16% | 0.8% | -0.1% | -3% |
| CN(C)S(=O)(=O)c1ccc(C(=O)NCc2cccs2)cc1 | -1% | -12% | -0.3%[57.5 µM] | 10% | 0% | 2% | -10% | -4% | -1.5% | 1.1% | 2% |
| CC(=O)c1cc(C)oc1C | -5% | 12% | -0.5% | -2% | -6% | . | 1% | . | -0.9% | 0.5% | . |
| COCCCNC(=O)c1oc2ccc(S(=O)(=O)N(C)C3CCCCC3)cc2c1C | -7% | 3% | -0.8% | -3% | -1% | 1% | 6% | 30% | 0.8% | -1.9% | 0% |
| CCOC(=O)c1cccc(NC(=O)CN(c2ccc(C)cc2)S(=O)(=O)c2c(C)noc2C)c1 | 2% | -4% | -1.1% | -1% | -2% | -7% | 1% | 13% | 1.0% | 0.1% | 4% |
| O=C(CSC1=NCCS1)N1CCOCC1 | -2% | -3% | -0.6% | 2% | 4% | 0% | -23% | 4% | -1.3% | -0.7% | 3% |
| CCCCCOC(=O)C1[C@H]2C(=O)N(Cc3cccs3)C[C@]23C=C[C@H]1O3 (some centres not stated) | 2% | 10% | 0.3%[57.5 µM] | -11% | -3% | 2% | -12% | 9% | -1.8% | 0.4% | 2% |
| COc1cccc(C2C(C(=O)OC(C)C)=C(C)Nc3ncnn32)c1 (configuration not stated) | -4% | -2% | -0.9% | -2% | -2% | 5% | ? | 8% | 0.7% | 0.7% | 2% |
| Cn1c(C(C#N)C(=O)c2sc3ccccc3c2Cl)nc2ccccc21 (configuration not stated) | -8% | -8% | -1.1% | 12% | -3% | 2% | 1% | 21% | -0.6% | 1.8% | 1% |
| COc1cccc(N2CCN(C(=O)c3ccc(N4C(=O)NC5CC4(C)Oc4ccccc45)cc3)CC2)c1 (configuration not stated) | -7% | -11% | -0.7% | 3% | -1% | 3% | -4% | 17% | -1.5% | -0.7% | 2% |
| S=C(Nc1ccccn1)c1ccccn1 | 10µM* | 6.3µM* | -0.1%[9.22 µM] | -17% | -4% | 5% | 1% | 4% | -1.3% | 0.7% | 4µM* |
| CC(=O)OCC(=O)[C@]12OC(C)(C)O[C@@H]1C[C@H]1[C@H]3CC=C4C[C@@H](O)CC[C@]4(C)[C@H]3CC[C@]12C | ? | 31%[activator][11.4 µM] | -1.6%[9.22 µM] | 1%[11.4 µM] | -10%[11.4 µM] | -11%[9.17 µM] | -5%[7.6 µM] | . | -2.8%[15.4 µM] | 0.3%[15.4 µM] | 1%[9.22 µM] |
| CCN1CCN(C2CCN(C(C)=O)CC2)CC1 | -2% | 1% | -0.2% | 7% | 6% | 4% | -1% | 4% | -3.1% | 0.0% | 0% |
| CCOC(=O)CCC(NC(=O)c1ccc(NCN2C(=O)CCC2=O)cc1)C(=O)OCC (configuration not stated) | 1% | 7% | -1.0% | 10% | -4% | -6% | -4% | 74%[activator] | -0.7% | 0.6% | -3% |
| CN[C@@H](CC(C)C)C(=O)N[C@@H]1C(=O)N[C@H](CC(N)=O)C(=O)N[C@H]2C(=O)N[C@H]3C(=O)N[C@H](C(=O)N[C@H](C(=O)O)c4cc(O)cc(O)c4-c4cc3ccc4O)[C@H](O)c3ccc(c(Cl)c3)Oc3cc2cc(c3O[C@@H]2O[C@@H](CO)[C@@H](O)[C@@H](O)[C@H]2O[C@H]2C[C@](C)(N)[C@H](O)[C@H](C)O2)Oc2ccc(cc2Cl)[C@@H]1O | -11% | 5% | -0.1% | ? | -6% | 0% | 0% | -15% | -1.9% | -2.7% | 0% |
| CC(=O)O[C@@H]1CC(C)=C2[C@H]1[C@H](C)CC[C@H]2/C=C(\C)C(=O)O | -1% | -5% | -0.1% | -10% | -9% | . | 0% | . | -2.5% | 0.3% | . |
| CCOC(=O)C1=C(O)CCn2c1nc1ccccc12 | -4% | -12% | -0.7% | 4% | 5% | -3% | -1% | 6% | -1.3% | -0.2% | 8% |
| Cc1cc(C(=O)Nc2cc(C)n(Cc3ccc(Cl)cc3)n2)no1 | 1% | 1% | -2.2% | -8% | -2% | -7% | -10% | 10% | -5.3% | -1.4% | -1% |
| Cc1cc(NC(=O)C23CCC(C)(C(=O)O2)C3(C)C)no1 (configuration not stated) | -1% | 1% | 2.9%[0.369 µM] | 6% | -2% | . | -5% | 3% | -0.8% | -0.5% | -2% |
| COc1nnc(-c2ccc(C)c(S(=O)(=O)NCCO)c2)c2ccccc12 | 0% | 1% | -1.2%[9.22 µM] | 4% | -8% | -3% | ? | 17% | 5.5% | 0.0% | 0% |
| Cc1cc(C)nc(-n2nc(C)cc2NC(=O)c2ccc(Br)o2)n1 | -7% | 4% | -2.1% | 1% | -2% | 0% | 1.3µM* | 10% | 1.0% | 1.3% | 3% |
| O=S1(=O)CC(O)C(NCc2ccco2)C1 (configuration not stated) | 0% | -1% | . | 9% | -8% | 3% | -2% | -5% | -1.7% | -0.7% | -2% |
| CCN1C(=O)c2cccc3c(NC(=O)C4CCCCC4)ccc1c23 | -2% | 13% | 0.2%[0.369 µM] | 2% | -1% | . | ? | 39%[activator] | 15% | -1.8% | -5% |
| CCOc1ccc(-n2c(C)nc3cc(C(=O)NCCCN4CCOCC4)ccc32)cc1 | -3% | 14% | -1.3% | 8% | 0% | 6% | 3% | 31%[activator] | 2.4% | 0.2% | -2% |
| O=C(O)c1oc2ccc(Br)cc2c1-n1cccc1 | 0% | -9% | 8.4%[1.84 µM] | -3% | 0% | 0% | ? | 4% | -1.7% | 1.2% | 0% |
| O=C(CCSc1ccccc1)Nc1ccc(S(=O)(=O)N2CCOCC2)cc1 | -2% | 3% | -0.9% | 0% | -8% | -1% | ? | 18% | -1.0% | -1.4% | 6% |
| Cc1csc(SCc2ccccc2C(=O)O)n1 | 5% | -2% | -0.2%[57.5 µM] | -3% | -3% | -1% | -8% | -4% | -2.5% | 1.8% | 6% |
| O=C1Nc2ccccc2C(O)(C(=O)NC2CC2)N1c1ccc(Cl)c(Cl)c1 (configuration not stated) | -5% | 6% | -0.4% | -2% | -3% | 2% | -7% | 0% | 1.2% | -1.6% | 6% |
| Cc1ccc2[nH]c(=O)c(CN(CCO)Cc3nnnn3CCc3ccccc3)cc2c1 | -3% | 16% | . | -4% | -11% | -5% | -6% | 6% | -2.1% | -0.7% | 1% |
| CCOC(=O)N1CCC(NC(=O)Cn2c3c(c(-c4ccccc4Cl)cc2=O)CCC3)CC1 | -2% | -28% | -0.2% | 1% | 2% | 3% | 1% | . | -1.1% | -0.9% | -7% |
| NC(=O)C1CCN(CC(=O)c2c[nH]c3ccc(F)cc23)CC1 | -4% | 0% | -0.9% | -6% | -7% | 4% | ? | -1% | -3.1% | -0.5% | 0% |
| CCCC(=O)Nc1c2c(nn1-c1ccc(OC)cc1)CS(=O)(=O)C2 | -1% | -8% | 5.0%[0.369 µM] | 9% | 0% | 1% | 5% | 2% | -1.5% | 0.9% | 2% |
| CCOc1ccc(-c2nnn(CCC(=O)O)n2)cc1OC | 0% | -14% | . | 5% | 1% | 3% | 1% | 0% | -0.6% | 0.8% | -3% |

Entries from the list above that have bromine (2):
| compound | Hsp90 Hop PPI | HADH2 inhib | HBB splicing | ALOX15 inhib | Pol III holo inh | Ub-GFP proteasome | CRE-bla Fsk | USP2a inhib | BRCT inh green | BRCT PPI red | Epigenetic mod |
| --- | --- | --- | --- | --- | --- | --- | --- | --- | --- | --- | --- |
| Cc1cc(C)nc(-n2nc(C)cc2NC(=O)c2ccc(Br)o2)n1 | -7% | 4% | -2.1% | 1% | -2% | 0% | 1.3µM* | 10% | 1.0% | 1.3% | 3% |
| O=C(O)c1oc2ccc(Br)cc2c1-n1cccc1 | 0% | -9% | 8.4%[1.84 µM] | -3% | 0% | 0% | ? | 4% | -1.7% | 1.2% | 0% |

An excerpt, so the mix of outcomes need not match the whole.
